Bfl-1 Bim block: inhibitors of Bim binding to Bfl-1, primary screen, biochemical, multiplexed, bead-based flow cytometry | Bcl-2-related protein A1 (Homo sapiens), Q16548 | Bim-Bfl-1 binding inhibition | inhibition, % at 10 µM | 190,000 compounds, 0.12% hits;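 note: 0% = wells without compound plus tracer and 100% = blocker peptide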
RGS8-Gao reg: RGS8-Galphao binding modulators, primary screen, biochemical, multiplexed bead flow cytometry; Guanine nucleotide-binding protein G(o) subunit alpha (Homo sapiens), P09471; actives lie on both sides; response (percent of control binding), % at 10 µM; 220,000 compounds, 0.34% hits; in the data active = response below about 60% or above about 140%; inactive = in between;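 note: Galphao activated as the GDP aluminium fluoride complex binding bead-coupled RGS8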
Mcl1 Noxa PPI: Mcl-1/Noxa binding inhibitors, primary screen, biochemical, TR-FRET, 1536-well | AID 1022, 2008 | Induced myeloid leukemia cell differentiation protein Mcl-1 (Homo sapiens), Q07820 | TR-FRET Mcl-1/Noxa peptide binding, 2 h | 220,000 compounds, 1.5% hits | inhibition, % at 21.7 µM;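 active = compounds that cut the protein-peptide binding signal by more than 50% relative to plate controls in a single-dose test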;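 note: His-tagged Mcl-1 with rhodamine Noxa BH3 peptide and terbium anti-His antibody; 0% = Mcl-1 plus Noxa peptide wells and 100% = peptide-only wells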
Target sequence (Q07820 whole entry, looked up): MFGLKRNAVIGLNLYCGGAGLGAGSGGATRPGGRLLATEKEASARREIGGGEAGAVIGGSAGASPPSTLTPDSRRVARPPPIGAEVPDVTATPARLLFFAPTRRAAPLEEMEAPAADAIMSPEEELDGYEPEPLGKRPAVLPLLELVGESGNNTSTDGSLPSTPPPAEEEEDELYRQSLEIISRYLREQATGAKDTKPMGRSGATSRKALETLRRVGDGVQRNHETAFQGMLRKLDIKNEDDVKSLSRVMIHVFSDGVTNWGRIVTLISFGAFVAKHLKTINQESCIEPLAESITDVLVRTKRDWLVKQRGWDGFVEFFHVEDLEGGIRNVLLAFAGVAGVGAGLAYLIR
Mcl-1 Bim block: inhibitors of Bim peptide binding to Mcl-1, primary screen, biochemical, bead-based flow cytometry, multiplex; Induced myeloid leukemia cell differentiation protein Mcl-1 (Homo sapiens), Q07820; Bim peptide-Mcl-1 binding; inhibition, % at 10 µM; 190,000 compounds, 0.1% hits; AID 1009, 2008;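 note: 0% = no compound tracer wells and 100% = peptide blocker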
Bim-Bcl-B: inhibitors of Bim-Bcl-B binding, primary screen, biochemical, multiplexed, human Bcl-2 family; inhibition, % at 10 µM; 190,000 compounds, 0.073% hits; AID 951, 2007; bead-based flow cytometry, Bim peptide-Bcl-B binding;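 note: 0% = tracer peptide without compound and 100% = reference inhibitor peptide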
Target sequence (Q9HD36 whole entry, looked up): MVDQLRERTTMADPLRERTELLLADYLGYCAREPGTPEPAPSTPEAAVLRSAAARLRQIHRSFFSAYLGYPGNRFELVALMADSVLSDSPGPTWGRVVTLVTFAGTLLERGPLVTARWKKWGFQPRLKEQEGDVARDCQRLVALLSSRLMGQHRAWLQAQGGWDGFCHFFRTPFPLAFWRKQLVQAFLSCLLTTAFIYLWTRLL
RGS4-Gao reg: modulators of RGS4 binding to Galphao, primary screen, biochemical, multiplexed bead flow cytometry | Guanine nucleotide-binding protein G(o) subunit alpha (Homo sapiens), P09471 | actives lie on both sides | binding response (% of control), % at 10 µM | 220,000 compounds, 0.33% hits; in the data active = binding response below about 49% or above about 150%; inactive = in between;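 note: fluorescent Galphao activated with aluminum fluoride binding bead-coupled RGS4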
RGS7-Gao: RGS7-Galphao binding modulators, primary screen, biochemical, multiplexed bead flow cytometry; AID 1439, 2008; 220,000 compounds, 0.35% hits; Guanine nucleotide-binding protein G(o) subunit alpha (Homo sapiens), P09471; binding response (% of control), % at 10 µM; actives lie on both sides; in the data active = binding response below about 49% or above about 150%; inconclusive = no clear call, values can overlap the other calls; inactive = in between;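 note: fluorescent Galphao held in activated GDP-AlF4 state binding bead-coupled RGS7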
Mcl1 Bid PPI: Mcl-1/Bid binding inhibitors, primary screen, biochemical, TR-FRET, 1536-well; Induced myeloid leukemia cell differentiation protein Mcl-1 (Homo sapiens), Q07820; TR-FRET Mcl-1/Bid-Dy647 peptide binding; inhibition, % at 21.7 µM; 220,000 compounds, 0.97% hits; AID 1021, 2008;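 active = compounds that cut the binding signal by more than half at the single screening dose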;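 note: His-tagged Mcl-1 with europium anti-His antibody binding Bid BH3 peptide; 0% = Mcl-1 plus peptide wells and 100% = peptide-only wells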
Bcl-XL Bim block: inhibitors of Bim-Bcl-XL binding, primary screen, biochemical, multiplexed, bead flow cytometry, human Bcl-XL. Bcl-2-like protein 1 (Homo sapiens), Q07817. Bim peptide-Bcl-XL binding, fluorescence. inhibition, % at 10 µM. 190,000 compounds, 0.04% hits
Bim-Bcl-W: inhibitors of Bim binding to Bcl-W, primary screen, biochemical, multiplexed, bead-based flow cytometry; Bcl-2-like protein 2 (Homo sapiens), Q92843; Bim peptide-Bcl-W binding; inhibition, % at 10 µM; 190,000 compounds, 0.02% hits;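 note: 0% = bound tracer without compound and 100% = peptide blocker; higher means less fluorescent Bim peptide bound to Bcl-W beads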
Target sequence (Q92843 whole entry, looked up): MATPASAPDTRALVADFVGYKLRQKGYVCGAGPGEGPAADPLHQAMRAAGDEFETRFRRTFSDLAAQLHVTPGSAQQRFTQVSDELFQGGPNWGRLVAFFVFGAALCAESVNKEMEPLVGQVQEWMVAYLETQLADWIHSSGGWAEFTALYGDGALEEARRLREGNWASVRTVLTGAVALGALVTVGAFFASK
Bcl-2 Bim block: inhibitors of Bim-Bcl-2 binding, primary screen, biochemical, multiplexed, human Bcl-2 family | Apoptosis regulator Bcl-2 (Homo sapiens), P10415 | Bead-based flow cytometry, Bim peptide-Bcl-2 binding | inhibition, % at 10 µM | 190,000 compounds, 0.06% hits | AID 950, 2007; in the data active = inhibition above about 40%; inconclusive = no clear call, values can overlap the other calls;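 note: 0% = no compound wells with probe peptide and 100% = reference peptide inhibitor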
Target sequence (P10415 whole entry, looked up): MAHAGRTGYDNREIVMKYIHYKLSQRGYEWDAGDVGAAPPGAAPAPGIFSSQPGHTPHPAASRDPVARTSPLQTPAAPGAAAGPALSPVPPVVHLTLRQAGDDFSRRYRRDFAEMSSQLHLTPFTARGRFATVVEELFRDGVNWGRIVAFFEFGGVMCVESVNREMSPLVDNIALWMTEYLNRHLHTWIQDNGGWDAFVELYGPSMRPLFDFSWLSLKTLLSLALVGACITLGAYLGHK
An asterisk follows results filed as active; ? = inconclusive; / = not tested or not shown. Cut-off read from the data, not from the text of the source, unless noted: active = inhibition above about 40%.

SMILES | Bfl-1 Bim block | RGS8-Gao reg | Mcl1 Noxa PPI | Mcl-1 Bim block | Bim-Bcl-B | RGS4-Gao reg | RGS7-Gao | Mcl1 Bid PPI | Bcl-XL Bim block | Bim-Bcl-W | Bcl-2 Bim block
COC(=O)c1[nH]c2cc(OC)ccc2c1N=CN(C)C | / | 102 | 15 | / | / | 95 | ? | -31 | / | / | /
COC(=O)Nc1nncs1 | / | 99 | -10 | / | / | 115 | ? | -10 | / | / | /
Cc1ccccc1NC(=O)Nc1cc(S(N)(=O)=O)ccc1C | -1 | 110 | -14 | -3 | 0 | 104 | 102 | -12 | -5 | 0 | -1
COC(c1ccccc1)c1nnc(CCC(=O)N(C)CCc2ccccc2)o1 (centres undefined) | -9 | 102 | 5 | -2 | -3 | 102 | 101 | -30 | -2 | -1 | -6
Cc1ccccc1NC1=C(Cl)C(=O)N(C2CCCCC2)C1=O | -10 | 99 | 18 | -4 | -13 | 97 | 103 | -17 | -4 | -5 | -6
COc1cccc(NC(=O)c2oc3ccc(S(=O)(=O)N4CCOCC4)cc3c2C)c1 | -1 | 98 | 4 | 2 | -4 | 101 | 95 | -18 | -3 | -1 | -1
CCn1cc(C(=O)OCC(=O)N(C)Cc2ccccc2)c(=O)c2ccc(C)nc21 | -7 | 100 | 2 | -1 | -3 | 98 | ? | 17 | -2 | -2 | -2
O=Cc1ccc(OCC(=O)NC(=O)NC2CCCCC2)cc1 | 0 | 101 | 8 | 0 | 0 | 100 | 101 | -10 | 0 | -2 | 1
COCCNC(=S)N/N=C(\C)c1ccc(Cl)c(Cl)c1 | -3 | 99 | -7 | 1 | -4 | 96 | ? | -25 | 0 | 0 | -4
CC1(C)C(=O)NCCN1C(=O)CSc1nccc(-c2ccc(Br)cc2)n1 | -7 | 108 | -1 | 0 | 3 | 101 | 103 | -2 | 0 | 3 | 1
O=C(Nc1nnc(-c2ccco2)o1)C1CC1 | -2 | 100 | 10 | -25 | -4 | 100 | 100 | -6 | -10 | -7 | -3
CCOC(=O)N/N=C/c1ccc(OCCSc2ccc(Cl)cc2)c(OC)c1 | -14 | 100 | -12 | -3 | -9 | 96 | 95 | -15 | -7 | -4 | -11
Cc1cccc(-c2noc(CCC(=O)NCc3ccccc3)n2)c1 | -3 | 103 | -18 | 0 | -3 | 106 | 104 | 1 | 0 | -4 | -6
Cc1ccc(C(=O)Nc2nc(-c3ccccc3)c(-c3ccccc3)o2)cc1 | -13 | 98 | -64 | -3 | -11 | 96 | 94 | -66 | -7 | -4 | -4
CCCNC(=O)CCc1cc(C(C)(C)C)c(O)c(C(C)(C)C)c1 | -4 | 97 | 21 | 1 | -3 | 95 | 96 | -8 | -3 | 2 | -5
COc1ccccc1CNc1cc(-c2ccccc2)ccc1OC | -8 | 94 | 12 | -4 | -9 | 84 | 100 | -29 | -8 | -5 | -6
CCCCCCc1cc2cc(-c3nnc(-c4ccccc4OC)o3)c(=O)oc2cc1O | -10 | 102 | 27 | -11 | -5 | 88 | 93 | 14 | 11 | -2 | -7
O=C(CN1C(=O)C2C3C=CC(C3)C2C1=O)NCCC1=CCCCC1 (centres undefined) | -9 | 102 | -8 | -1 | -6 | 100 | 100 | -26 | -8 | 3 | -5
O=C(CN(CC1CCCO1)C(=O)CNS(=O)(=O)c1ccc(Cl)cc1)NCC1CCCO1 (centres undefined) | 0 | 105 | 3 | -1 | -5 | 103 | 104 | 0 | -2 | -3 | -10
CC(/C=N\NC(=O)Cn1cncn1)=C/c1ccc(C(C)C)cc1 | / | 100 | -7 | / | / | 93 | ? | 3 | / | / | /

Quoted at random: 3 records from the list, in no set order.
SMILES | Bfl-1 Bim block | RGS8-Gao reg | Mcl1 Noxa PPI | Mcl-1 Bim block | Bim-Bcl-B | RGS4-Gao reg | RGS7-Gao | Mcl1 Bid PPI | Bcl-XL Bim block | Bim-Bcl-W | Bcl-2 Bim block
CC(/C=N\NC(=O)Cn1cncn1)=C/c1ccc(C(C)C)cc1 | / | 100 | -7 | / | / | 93 | ? | 3 | / | / | /
O=Cc1ccc(OCC(=O)NC(=O)NC2CCCCC2)cc1 | 0 | 101 | 8 | 0 | 0 | 100 | 101 | -10 | 0 | -2 | 1
O=C(CN(CC1CCCO1)C(=O)CNS(=O)(=O)c1ccc(Cl)cc1)NCC1CCCO1 (centres undefined) | 0 | 105 | 3 | -1 | -5 | 103 | 104 | 0 | -2 | -3 | -10

Going on with the list.
SMILES | Bfl-1 Bim block | RGS8-Gao reg | Mcl1 Noxa PPI | Mcl-1 Bim block | Bim-Bcl-B | RGS4-Gao reg | RGS7-Gao | Mcl1 Bid PPI | Bcl-XL Bim block | Bim-Bcl-W | Bcl-2 Bim block
CCOC(=O)C1=C(c2ccccc2)OC(N)=C(C#N)C1c1ccc(Br)s1 (centres undefined) | -4 | 98 | 2 | -26 | -4 | 101 | 102 | -10 | -6 | -17 | -8
CC(C)NC(=O)COC(=O)c1ccc(S(=O)(=O)N2CCCC2)cc1 | -5 | 97 | 10 | 0 | -2 | 95 | 92 | -30 | -1 | -3 | -1
CCOC(=O)c1sc2nc3n(c(=O)c2c1C)CCC3 | -1 | 104 | 7 | -5 | -3 | 105 | 106 | -22 | -7 | -4 | -2
CSCCC(N=C(NS(=O)(=O)c1ccccc1)c1ccccc1)C(=O)O (centres undefined) | / | 101 | 1 | / | / | 101 | ? | -45 | / | / | /
CN(Cc1c(F)cccc1Cl)C(=O)C1CC(=O)N(CCc2ccccc2)C1 (centres undefined) | -10 | 103 | 6 | -2 | -1 | 107 | 104 | -7 | 0 | 0 | -3
COc1ccc(C(C)NC(=O)c2ccc(Br)cc2)cc1OC (centres undefined) | 3 | 103 | 3 | -2 | -1 | 99 | 97 | -17 | -5 | -1 | -1
CCC(C)c1ccc(NC(=O)C2CCN(c3ccc(C(F)(F)F)cn3)CC2)cc1 (centres undefined) | -17 | 102 | 8 | -3 | -7 | 101 | 105 | 1 | -9 | -3 | -4
Cc1cc(F)ccc1S(=O)(=O)Nc1ccccc1C(=O)Nc1ccccc1-c1nc2ccccc2[nH]1 | -16 | 99 | 15 | 0 | -7 | 102 | 103 | 1 | -4 | -3 | -6
Cc1oc(-c2ccc(Cl)cc2)cc1-c1nn2c(-c3ccoc3C)nnc2s1 | -6 | 101 | 89* | 0 | -6 | 73 | 81 | 55* | -9 | 0 | -3
COCc1[nH][nH]c(=O)c1C=Nc1ccccc1 | -9 | 100 | -12 | 0 | -9 | 99 | 105 | -23 | -2 | 0 | -7
O=S(=O)(c1ccccc1)c1ccccc1/C=N\O | -11 | 98 | 12 | -2 | -4 | 96 | 97 | 0 | -1 | -1 | -11
CCn1c(C(=O)Nc2ccsc2C(=O)OC)cc2sc(Cl)cc21 | -2 | 108 | 22 | -1 | -1 | 105 | 105 | -5 | -2 | 0 | 2
COc1ccc(Br)c2c1C(=O)CC2 | / | 104 | 9 | / | / | 104 | ? | -5 | / | / | /
CC(=O)c1cccc(NC(=O)CSc2nnc(-c3ccc(S(=O)(=O)N4CCCC4)cc3)o2)c1 | 3 | 107 | -64 | -1 | -1 | 109 | 105 | -38 | -5 | 0 | 0
Cc1noc(C)c1S(=O)(=O)N1CCC(C(=O)NCCCN2CC(C)CC(C)C2)CC1 (centres undefined) | -6 | 99 | -4 | -4 | -6 | 102 | 101 | 2 | -3 | -3 | -5
O=C(NN=C1CCCC1)c1cc(-c2ccccc2)n[nH]1 | 0 | 107 | 9 | -4 | -4 | 107 | 106 | 2 | -3 | 0 | 2
COC(=O)c1cn(C(=O)/C=C/c2ccc(OC)c(OC)c2)c2ccccc12 | -3 | 99 | 7 | 2 | 0 | 97 | ? | -27 | -2 | -1 | -3
O=C(NCC1CCCO1)C(c1ccc(N2CCOCC2)cc1)N(C(=O)Cn1nnc2ccccc21)c1ccccc1F (centres undefined) | -3 | 100 | 16 | 1 | -5 | 101 | 105 | -29 | 0 | -2 | 0
CC(=O)Nc1ccc(NC(=O)C(C)OC(=O)C2(c3ccc(F)cc3)CCCC2)cc1 (centres undefined) | -4 | 99 | 16 | 0 | -1 | 98 | ? | -26 | 0 | -1 | -3
CC1CCCCC1NC(=O)CSc1nnc(-c2ccccc2)n1N (centres undefined) | -13 | 102 | 4 | 0 | -7 | 99 | 100 | -11 | -2 | 0 | -13
CC(C)N1CN=C(Nc2nc3ccccc3o2)NC1 | -8 | 103 | 16 | -4 | -5 | 103 | 101 | 1 | -1 | -3 | -6
O=S(=O)(c1ccc(NC(=S)NN=C2CCCCC2)cc1)N1CCOCC1 | -5 | 100 | -38 | -3 | -11 | 104 | ? | -88 | -3 | -1 | -5
CCOc1cccc(NC(=O)c2ccc(S(=O)(=O)N(C)C)cc2)c1 | -6 | 101 | -9 | 0 | -5 | 99 | 98 | 5 | -8 | -6 | -5
COc1ccc(C2(NC(C)=O)CCN(C(=O)c3ccco3)CC2)cc1 | 0 | 90 | 2 | 40* | 3 | 88 | 93 | -8 | -2 | 0 | 4
CN(C)C(=O)c1nnc(Cc2ccc(Cl)cc2)o1 | -3 | 101 | 0 | -5 | -5 | 101 | 99 | -3 | -7 | -5 | 0
Cc1ccc(S(=O)(=O)N2CC(O)CC2C(=O)NCc2ccc3c(c2)OCO3)cc1 (centres undefined) | -6 | 98 | 17 | 0 | 0 | 103 | 99 | -10 | -2 | -1 | 0
CN(C)C(CNC(=O)c1cc(S(=O)(=O)N(C)c2ccccc2)ccc1Cl)c1ccccc1 (centres undefined) | / | 103 | 20 | / | / | 103 | ? | -73 | / | / | /
COc1ccc(C(O)c2nccc3cc(OC)c(OC)cc23)cc1OC (centres undefined) | -3 | 102 | 2 | 0 | 0 | 103 | 106 | -29 | -5 | 1 | -2
O=C(CSCc1ccc(Br)cc1)N=Nc1c(O)[nH]c2ccccc12 | -10 | 103 | 5 | 0 | -12 | 104 | 100 | -25 | -6 | 0 | -16
Cc1cc(NC(=O)c2c(C)noc2C)no1 | / | 103 | -3 | / | / | 101 | ? | -18 | / | / | /
O=S(=O)(CCc1nc2ccccc2s1)c1ccc(Cl)cc1 | -14 | 104 | 2 | -2 | -10 | 103 | 107 | -33 | -8 | -1 | -8
CCOC(=O)c1[nH]c(C)c(C(=O)OCC(=O)Nc2sc3c(c2C#N)CCCCC3)c1C | -2 | 99 | 13 | -1 | -2 | 97 | 96 | -6 | 2 | 2 | -2
COc1ccc(C(=O)Oc2c(CN3CCOCC3)cc(Cl)c3cccnc23)cc1 | -8 | 104 | 27 | -1 | -7 | 102 | 98 | 54* | -6 | 0 | -10
Cc1nc(-c2ccccc2)[nH]c(=O)c1Oc1ccc(Cl)cc1Cl | / | 95 | 12 | / | / | 91 | ? | -6 | / | / | /

Screening results as filed in PubChem.
